Compound activity from PubChem BioAssay.
NCI-60 one-dose screen, 48 h, at 10 µM unless noted. Numbers give growth in % (100 = growth as untreated, 0 = no growth, -100 = all killed).
A498: A498 renal cancer cells | 76,000 compounds, 5.4% hits
HT29: HT29 colon cancer | 81,000 compounds, 7.4% hits
SNB-75: SNB-75 CNS cancer; 79,000 compounds, 5% hits; AID 1794750
HCT-116: HCT-116 colon cancer. 82,000 compounds, 7.3% hits
HCC-2998: HCC-2998 colon cancer. 79,000 compounds, 4.7% hits. AID 1794799
KM12: KM12 colon cancer cells; 82,000 compounds, 5% hits; AID 1794800
COLO 205: COLO 205 colon cancer. 79,000 compounds, 7.3% hits
SW-620: SW-620 colon cancer; AID 1794795; 82,000 compounds, 5.2% hits
HCT-15: HCT-15 colon cancer; AID 1794746; 82,000 compounds, 5.2% hits
Numbers without * were called inactive; . = no result given; & = joins results of further samples. Rule for the calls: active = growth percent below 10; inactive = the rest. Rows were taken by chance. About 12% of those tested had a hit in this group.

SMILES	A498	HT29	SNB-75	HCT-116	HCC-2998	KM12	COLO 205	SW-620	HCT-15
CC1N=COC1S(=O)(=O)Nc1ccc(N/C=C/C(=O)c2cc3c(ccc4ccccc43)oc2=O)cc1 (configuration not stated)	119	108	79	89	109	103	111	91	106
C#CCN1C(=O)/C(=c2\sc3n(c2=O)NC2C(N=3)N(CC)C(=O)N2CC)c2ccccc21 (configuration not stated)	37	26	14	27	100	47	37	41	44
COc1ccc(NC(=O)COc2ccc(/C=N/Nc3nc4ccccc4s3)cc2)cc1	112	107	103	99	91	97	104	100	99
COc1ccc2nc([C@H]3C[C@H]3c3cc(OC)c4c(c3)OCO4)[nH]c2c1	91	113	96	110	110	115	112	103	97
CCCCCCCCCCCCCCCc1cc(O)ccc1S(=O)(=O)O	93	105	94	100	106	97	107	102	92
CC1=CC(c2cccs2)N2C=CSC2=N1 (configuration not stated)	104	105	88	104	108	107	114	103	103
O=C(CCl)NCCNc1nccc(Nc2ccc(S(=O)(=O)Nc3ccccn3)cc2)n1	.	4.4*	32	-45*	100	34	61	8.1*	5.0*
Cc1cc(C2(c3cc(C)c(O)c(Br)c3C)OS(=O)(=O)c3ccccc32)c(C)c(Br)c1O	99	95	92	93	105	105	97	103	99
CN1CC(c2ccc([N+](=O)[O-])cc2)C2(SC(=Nc3ccccc3)N(Nc3ccccc3)C2=O)C12C(=O)Nc1ccccc12 (configuration not stated)	81	61	100	36	64	51	77	61	45
COc1ccc(C2=NN(C(=O)c3ccc(S(N)(=O)=O)cc3)C(c3cc(OC)c(OC)c(OC)c3)C2)cc1OC (configuration not stated)	110	105	97	108	106	97	115	93	102
Clc1ccc(-c2nnc(-c3nc4ccccc4nc3Cl)o2)c(Cl)c1	113	108	102	105	110	100	116	107	107
CCC(=O)Cc1cccnc1	68	100	105	95	100	105	110	99	110
O=C(CSc1nnc(-c2ccncc2)o1)N/N=C/c1ccc(Cl)cc1	93	106	.	97	105	103	114	103	104
CCOC(=O)Cc1csc(NC(=O)c2cccnc2)n1	113	106	90	100	125	109	.	105	108
[2H]C([2H])([2H])Oc1cc(F)ccc1/C=C/C(=O)/C=C(O)/C=C/c1ccc(F)cc1OC([2H])([2H])[2H]	89	99	90	90	110	106	110	105	101
Cc1ccc(Cc2cnc(NC(=O)C3=NCCCCN3)s2)cc1	106	110	94	97	127	103	100	105	102
O=C(Cc1ccccc1)c1ccccn1	97	105	85	104	117	105	118	96	102
O=C(NNC(=O)c1ccncc1)Nc1ccccc1	94	112	88	112	103	97	114	105	106
CC1SC(c2ccc(Br)cc2)N(NC(=O)C(O)(c2ccccc2)c2ccccc2)C1=O (configuration not stated)	90	55	80	65	.	82	76	91	85
CC(C)C[C@@H](NC(=O)[C@@H](CCCCN)NC(=O)CCCCCN)C(=O)N[C@H](C)C(=O)N[C@H](CCCCN)C(=O)N[C@H](CC(C)C)C(=O)N[C@H](C)C(=O)N[C@H](CCCCN)C(=O)N[C@H](CCCCN)C(=O)N[C@H](CC(C)C)C(=O)N[C@H](C)C(=O)N[C@H](CCCCN)C(=O)N[C@H](CC(C)C)C(=O)N[C@H](C)C(=O)N[C@H](CCCCN)C(=O)N[C@H](C)C(=O)N[C@H](CCCCN)C(N)=O	115	95	99	92	100	103	114	106	108
Cc1cc(NC(=O)COC(=O)c2sc3cc(F)ccc3c2Cl)no1	103	114	104	103	112	108	104	108	106
Cn1cc(-c2nn3c(C=O)c(-c4ccc(F)cc4)nc3s2)c2ccccc21	110	105	89	98	106	101	103	105	.
N#CC1=CC2CN(Cc3ccccc3)C1C1C(=O)N(c3ccccc3)C(=O)C21 (configuration not stated)	.	103	91	101	92	103	98	95	97
COc1ccc2nc3ccccc3c(NCc3ccc(C)cc3)c2c1	-1.6*	1.2*	47	8.6*	-58*	37	-41*	19	11
C=CCNC(=S)N/N=C/C=C/CCC	.	84	105	88	106	101	96	98	101
CCCCCCOc1ccc(N=[N+]([O-])c2ccc(OCCCCCC)cc2)cc1	109	103	104	113	102	105	105	112	104
O=C(CC1(O)C(=O)Nc2ccc(F)cc21)c1ccc(NS(=O)(=O)c2ccccc2)cc1 (configuration not stated)	97	109	90	107	105	102	109	103	101
O=c1[nH]c2ccccc2c2c1C(c1ccc(Cl)cc1)c1c(ncn3nc(-c4ccco4)nc13)O2 (configuration not stated)	104	104	.	93	99	100	112	97	101
COc1ccc(N2N=C(c3ccc4c(c3)OCCO4)CC2c2cccc(NC(=O)CCNS(=O)(=O)c3ccc(OC)cc3)c2)cc1 (configuration not stated)	87	89	50	77	103	84	90	99	82
Oc1ccc2ccccc2c1-c1c(O)ccc2ccccc12	83	100	60	83	94	92	111	105	82

Reprinted from the results shown for reference:
SMILES	A498	HT29	SNB-75	HCT-116	HCC-2998	KM12	COLO 205	SW-620	HCT-15
COc1ccc2nc3ccccc3c(NCc3ccc(C)cc3)c2c1	-1.6*	1.2*	47	8.6*	-58*	37	-41*	19	11
C=CCNC(=S)N/N=C/C=C/CCC	.	84	105	88	106	101	96	98	101
CCCCCCOc1ccc(N=[N+]([O-])c2ccc(OCCCCCC)cc2)cc1	109	103	104	113	102	105	105	112	104
O=C(CC1(O)C(=O)Nc2ccc(F)cc21)c1ccc(NS(=O)(=O)c2ccccc2)cc1 (configuration not stated)	97	109	90	107	105	102	109	103	101
O=c1[nH]c2ccccc2c2c1C(c1ccc(Cl)cc1)c1c(ncn3nc(-c4ccco4)nc13)O2 (configuration not stated)	104	104	.	93	99	100	112	97	101
COc1ccc(N2N=C(c3ccc4c(c3)OCCO4)CC2c2cccc(NC(=O)CCNS(=O)(=O)c3ccc(OC)cc3)c2)cc1 (configuration not stated)	87	89	50	77	103	84	90	99	82
Oc1ccc2ccccc2c1-c1c(O)ccc2ccccc12	83	100	60	83	94	92	111	105	82

Next structures follow:
SMILES	A498	HT29	SNB-75	HCT-116	HCC-2998	KM12	COLO 205	SW-620	HCT-15
c1ccn2nnnc2c1	101	99	106	88	92	99	91	106	100
NS(=O)(=O)c1ccc(CCn2c(SCC(=O)N/N=C/c3ccccc3)nc3ccccc3c2=O)cc1	88	103	91	91	119	86	99	99	92
CCCCn1c(C)nc2cc(Nc3nc(N4CCCCC4)nc4nc[nH]c34)ccc21	34	60	11	49	66	38	29	79	53
Nn1c(N/N=C/c2nc(Br)cs2)n[nH]c1=S	70	107	88	101	116	103	112	111	106
CCOC(=O)c1ccc(NC2=CC(=O)C(C)=C(C)C2=O)cc1	84	110	79	57	101	46	115	101	88
CCSc1nc(C)cc(Nc2ccc(Cl)cc2)n1	47	90	67	97	.	93	116	99	93
COc1ccc(C23N=CC4(CCC(=O)N4c4ccccc4C2=O)O3)cc1 (configuration not stated)	102	93	74	102	108	104	115	99	103
COc1ccc(-c2csc(NC3=CC(c4ccc5c(c4)OCO5)OC3=O)n2)cc1 (configuration not stated)	104	79	89	95	102	103	98	105	106
O=C(CCCCCCn1cc(-c2ccc(O[C@H]3OC(CO)[C@@H](O)C(O)[C@@H]3O)cc2)nn1)NO (some centres not stated)	129	112	87	99	98	98	115	100	97
Cc1nc(N=C(N)N)nc2ccccc12	98	.	82	96	103	79	91	90	104
COc1ccc2c(c1)O/C(=C/c1ccc(O)c(OC)c1)C2=O	87	108	105	101	101	98	110	107	94
CN(C)C(=S)Oc1ccccc1C1(C)OCCO1	93	98	100	110	.	98	106	107	103
COc1cc(C(=O)C(=O)c2cc(OC)c(O)c(OC)c2)cc(OC)c1O	92	103	92	104	92	107	105	105	103
O=c1/c(=C/N2CCc3ccccc32)sc2ncnn12	.	111	105	105	102	102	117	103	107
CCOC(=O)C1C(C(=O)OCC)C2C(=O)C3C(C(=O)OCC)C(C(=O)OCC)C3C(=O)C12 (configuration not stated)	102	105	100	104	107	109	120	111	103

Record cards, as listed above:
CN(C)C(=S)Oc1ccccc1C1(C)OCCO1 is listed with A498: 93; HT29: 98; SNB-75: 100; HCT-116: 110; HCC-2998: .; KM12: 98; COLO 205: 106; SW-620: 107; HCT-15: 103
COc1ccc2c(c1)O/C(=C/c1ccc(O)c(OC)c1)C2=O is listed with A498: 87; HT29: 108; SNB-75: 105; HCT-116: 101; HCC-2998: 101; KM12: 98; COLO 205: 110; SW-620: 107; HCT-15: 94
CCCCn1c(C)nc2cc(Nc3nc(N4CCCCC4)nc4nc[nH]c34)ccc21 is listed with A498: 34; HT29: 60; SNB-75: 11; HCT-116: 49; HCC-2998: 66; KM12: 38; COLO 205: 29; SW-620: 79; HCT-15: 53

Next part
SMILES	A498	HT29	SNB-75	HCT-116	HCC-2998	KM12	COLO 205	SW-620	HCT-15
CCOC(=O)c1ccc2c(c1)n([O-])c(C(=O)Nc1ccccc1)c(-c1ccccc1)[n+]2=O	127	113	96	76	91	90	130	104	88
COc1cc(CC(=O)C(=O)O)oc(=O)c1	112	101	90	108	102	114	121	114	103
Oc1ccc(Nc2ccccc2)cc1	87	99	86	99	107	79	109	89	82
O=C1/C(=C/c2ccccn2)NC(=S)N1c1ccccc1Cl	90	71	82	12	86	67	66	38	38
N=C(N)c1ccc(-c2ccc(-c3cccs3)o2)o1	65	105	.	98	105	98	104	97	99
NCCCNc1nc(-c2ccccn2)nc2sc3c(c12)CCCCC3	78	99	68	96	26	94	95	100	84
COc1cccc(/C=N/N2CCCCCC2)c1OC	.	111	77	101	90	107	103	97	101
N#Cc1c(NC(=O)c2ccco2)[n+]([O-])c2cc(F)c(F)cc2[n+]1[O-]	.	94	83	101	.	85	98	88	71
CN(N=C1CCC(C2CCCCC2)CC1)c1ccccc1 (configuration not stated)	85	101	93	98	109	106	117	110	106
CNC(=O)c1cccc(NC(=O)c2ccc3c(c2)nnn3/C(C#N)=C/c2ccccn2)c1	115	-84*	73	-89*	-93*	56	-87*	.	-31*
COc1ccc(/C=N/NC(=O)CN2CCN(c3cc4c(cc3F)c(=O)c(C(=O)O)cn4C3CC3)CC2)cc1	82	100	102	99	105	102	111	107	103
Cc1c(C(N)=O)sc2nc(C)n(/N=c3\scc(-c4ccccc4)n3Cc3ccccc3)c(=O)c12	0.7*	79	55	29	57	14	.	13	15
O=S(=O)(Cc1ccc(Cl)cc1)c1ccc(Cl)cc1	76&85	42&102	76&114	75&110	80&106	64&113	85&125	47&107	61&97
C=C(C)[C@@H]1CC[C@]2(C(=O)O)CC[C@]3(C)[C@H](CC[C@@H]4[C@@]5(C)Cc6cc(Cc7ccc(Br)cc7)oc6C(C)(C)[C@@H]5CC[C@]43C)[C@@H]12	94	93	74	92	97	95	117	101	95
O=C(/C=C/c1ccc(Cl)cc1)c1ccc(Nc2ccnc3cc(Cl)ccc23)cc1	108	31	92	17	88	50	107	61	56

Quoted at random: two compounds from above, in no set order.
SMILES	A498	HT29	SNB-75	HCT-116	HCC-2998	KM12	COLO 205	SW-620	HCT-15
Cc1ccc(Cc2cnc(NC(=O)C3=NCCCCN3)s2)cc1	106	110	94	97	127	103	100	105	102
C#CCN1C(=O)/C(=c2\sc3n(c2=O)NC2C(N=3)N(CC)C(=O)N2CC)c2ccccc21 (configuration not stated)	37	26	14	27	100	47	37	41	44

Remaining list, next part
SMILES	A498	HT29	SNB-75	HCT-116	HCC-2998	KM12	COLO 205	SW-620	HCT-15
Cc1ccc(-c2c3c(N)c4c(nc3nc3c2c(C)nn3-c2ccccc2)CCCCC4)cc1	90	74	84	66	115	105	100	96	91
COc1ccc(-c2ccc(-c3ccc(C(=N)N)s3)s2)cc1	-74*	-82*	-84*	-48*	-81*	-87*	-89*	-69*	-74*
O=C(NCCCOc1ccc([N+](=O)[O-])cc1Cl)OCc1ccccc1	85	105	92	106	108	102	112	104	101
CCc1ccc(CCC(=O)Nc2ncc(Cc3cc(Cl)ccc3Cl)s2)o1	-0.6*	2.0*	-12*	17	20	20	8.6*	24	13
N#C/C(=C\c1ccc(-c2cc(C(F)(F)F)ccc2Cl)o1)c1nc2ccccc2[nH]1	119	111	107	97	109	103	119	108	104
Fc1cc2[nH]ncc2c2c3c(c(-c4cn[nH]c4)nc12)CCCC3	-57*	11	3.4*	5.6*	16	5.2*	-44*	5.9*	4.5*
O=C(NNC(=O)c1ccc(Cl)cc1)c1ccccc1	84	101	116	106	106	101	110	106	108
CC(C)(C)C(=O)c1c2c(c3ccc4c5ccccc5ccc4n13)C(=O)c1ccccc1C2=O	188	111	122	91	112	94	102	102	82
